High-throughput results (PubChem BioAssay)
IL-1B inflam inh: inflammasome signaling inhibition, IL-1 beta readout; THP-1 LPS/ATP IL-1B secretion, AlphaLISA, 16 h; active compounds read low; activity change, % at 57.5 µM; 4.7% of 360,000 active; AID 743279; in the data active = activity change below about -50%; inconclusive = mostly about -30% to -49%; note: % is set by controls: 0 for no effect and ±100 for the full control effect
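THP-1 cells pretreated 1 hr with compounds (up to 57.5 uM final), then stimulated with LPS (250 ng/mL final) plus ATP (1.25 mM final); secreted IL-1B measured by AlphaLISA after 16 hr, decreased signal indicating inhibition.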
KB-3-1 cytotox: KB-3-1 parental cell cytotoxicity; KB-3-1 viability, CellTiter-Glo ATP luminescence, 72 h; Potency, µM (series often up to 46.1 µM), without a hit: top-dose activity change, negative = cytotoxic, most hits filed as cytotoxic; 1.4% of 400,000 active; note: potency is the fitted concentration of half-maximal effect; % is set by controls: 0 for no effect and ±100 for the full control effect; nearly all actives have a fitted effect of over 60% in size
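Viability of parental KB-3-1 cells, measured by CellTiter-Glo luminescence, followed a 72 h incubation at 37 °C with pinned compounds in phenol-red-free DMEM containing 10% FBS.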
KB-V1 MDR tox: kills drug-selected multidrug resistant KB-V1 cells | KB-V1 MDR cells viability, CellTiter-Glo, 72 h | Potency, µM (series often up to 46.1 µM), without a hit: top-dose activity change, negative = cytotoxicity, usual class: cytotoxic | 3.4% of 400,000 active | AID 1347076; note: potency is the fitted concentration of half-maximal effect; % is set by controls: 0 for no effect and ±100 for the full control effect; nearly all actives have a fitted effect of over 60% in size
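Cells of the MDR subline KB-V1 are plated, dosed with compound at multiple concentrations, and incubated 72 h at 37 degrees C; CellTiter-Glo is then added and luminescence read after 10 min.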
HT1080-NT tox: kills 2HG-producing HT-1080-NT fibrosarcoma cells | AID 686970 | HT-1080-NT fibrosarcoma viability, CellTiter-Glo ATP luminescence, 48 h | 1.6% of 360,000 active | Potency, µM (highest dose often 46.1 µM), without a hit: at the highest dose activity, negative = less viability, usual class: cytotoxic;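 note: NT is the 2HG producing partner of a matched IDH1 knockdown line; potency is the fitted concentration of half-maximal effect; 0% = DMSO-treated cells and -100% = media-only wells without cells; nearly all actives have a fitted effect of over 55% in size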
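Luminescent CellTiter-Glo readout after 48 hours of compound exposure at 37 degrees C defined viability of HT-1080-NT cells. Activity was normalized to DMSO wells and cell-free media wells; concentration-response curves were fitted and assigned curve classes.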
SW480 rerep: DNA re-replication induction in SW480 cells; AID 624297; Potency, µM (highest dose often 46.1 µM), for inactives: top-dose re-replication activation, actives largely listed as activators; 1.8% of 340,000 active; SW480 DNA re-replication, Hoechst DNA content imaging, 48 h; note: potency is the fitted concentration of half-maximal effect; % of control where 0% means no effect; nearly all actives have a fitted effect of over 55% in size
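Hoechst fluorescence of nuclei (405 nm excitation, 500-530 nm emission) measured by plate-scanning imager after 48 hr compound exposure at 37 C; re-replication scored as increased number of nuclei with elevated intensity.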
HT1080 IDH1KD tx: HT-1080 IDH1 knockdown cell toxicity (counter line). HT-1080 IDH1 knockdown viability, ATP luminescence, 48 h. Potency, µM (titrated, usually from 46.1 µM), for the others: at the top dose activity, negative = toxicity, usual class: cytotoxic. 2% of 360,000 active. AID 686971;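 note: potency is the fitted concentration of half-maximal effect; 0% = DMSO wells and -100% = cell-free medium wells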
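HT-1080-IDH1KD cells (IDH1 knocked down), 750/well in RPMI with 5% FBS, treated with compound 48 h at 37 degrees C. Viability by CellTiter-Glo luminescence, normalised to DMSO and no-cell wells; concentration-response curves classed.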
ATXN2 expr inh: inhibitors of ATXN2 expression | Potency, µM (top dose mostly 57 µM), for the others: top-dose activity change, negative = inhibition, usual class: inhibitors | HEK-293 ATXN2-luciferase reporter, luminescence, 24 h | AID 1745845 | 0.72% of 360,000 active; note: potency is the fitted concentration of half-maximal effect; % is set by controls: 0 for no effect and ±100 for the full control effect; nearly all actives have a fitted effect of over 55% in size
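ATXN2-luciferase reporter cells (luciferase flanked by upstream and downstream ATXN2 gene portions) were treated 24 h at 37 °C with compounds at up to 57 uM. SteadyGlo luminescence gave expression; GF-AFC fluorescence gave viability.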
MCF10A rereplic: inducers of DNA re-replication in MCF 10A breast cells | MCF 10A DNA re-replication, Hoechst nuclear intensity, 48 h | Potency, µM (doses to about 46.1 µM), without a hit: at the top dose activity, positive = re-replication, usual class: activators | 2.9% of 350,000 active; note: potency is the fitted concentration of half-maximal effect; % of control where 0% means no effect; nearly all actives have a fitted effect of over 50% in size
ATXN viability: viability counter-screen for ATXN expression inhibitors; S2 cells (HEK-293 line with an ATXN2-luciferase reporter) viability, CellTiter-Fluor protease fluorescence, 24 h; Potency, µM (highest dose often 56.7 µM), most hits filed as cytotoxic; 0.49% of 400,000 active; note: potency is the fitted concentration of half-maximal effect; nearly all actives have a fitted effect of over 40% in size
Numbers without * were called inactive; i = inactive; ? = inconclusive; . = no result given; [ ] = dose if it differs, or a comment. Unless noted, calls come from the whole dose curve; as a rule, active = well fitted curve in the direction sought with a large enough effect; inconclusive = small, poorly fitted or top-dose-only effect, or another doubt; inactive = no such curve, though single readings can be large; an effect the other way counts as inactive or inconclusive.

Compound	IL-1B inflam inh	KB-3-1 cytotox	KB-V1 MDR tox	HT1080-NT tox	SW480 rerep	HT1080 IDH1KD tx	ATXN2 expr inh	MCF10A rereplic	ATXN viability
CNC(=O)NC(=O)C(OC(=O)Cc1cccc(C(F)(F)F)c1)c1ccccc1 (stereo unspecified)	20	-1%	-5%	0%	?	-3%	-2%	-19%	i
O=C(COC(=O)c1cccnc1Cl)NC1CCCc2ccccc21 (stereo unspecified)	3	-1%	13%	4%	0%	1%	.	14%	i
COc1cc(C=O)ccc1OCCCCOc1ccccc1[N+](=O)[O-]	-15	4%	5%	-7%	5%	-2%	9%	8%	?
CCc1ccc(NC(=O)C2CCN(S(=O)(=O)c3c(C)noc3/C=C/N(C)C)CC2)cc1	-27	3%	?	0%	?	1%	-20%	?	i
COC(=O)C1CCCCN1C(=O)CCc1nnc(CCc2c[nH]c3ccccc23)o1 (stereo unspecified)	-5	0%	0%	10%	-1%	2%	-17%	-3%	i
C=CCN(CC=C)S(=O)(=O)c1ccc(NC(=S)NC(=O)/C=C/c2ccc(C)cc2)cc1	-2	-16%	-3%	-28%	-1%	-16%	-1%	-1%	i
CC(C)(C)C(=O)OCc1cn(-c2ccc(Cl)cc2)nn1	-3	14%	6%	18%	-6%	12%	31%	4%	i
CC1Sc2ccc(C(=O)Nc3ccc(S(=O)(=O)N(C)C)cc3)cc2NC1=O (stereo unspecified)	25	-23%	18%	?	-1%	-24%	-33%	19%	i
COc1ccc2c(c1)OC[C@H]1[C@H]2N2C(=O)CN(Cc3ccc(C)cc3)C(=O)[C@@]2(C)[C@H]1c1ccccc1	?	0%	-6%	1%	-4%	12%	1%	56%	i
COc1ccccc1-c1cc(NC=O)c2ncc(-c3cccc(C(C)=O)c3)n2c1	5	?	?	?	.	?	?	.	?
COc1ccc(Cn2cnc3sccc3c2=O)cc1	2	-6%	2%	-8%	-25%	-8%	7%	-10%	i
COc1ccc(-c2cc(=O)oc3cc(OCC(=O)NCC(O)c4ccccc4)ccc23)cc1 (stereo unspecified)	26	0%	0%	4%	-18%	7%	-3%	-30%[inhibitor]	i
CCOC(=O)N1CCN(C(=O)CCSCCc2ccncc2)CC1	33	-6%	-3%	2%	-4%	-1%	-16%	3%	i
CCCCOC(=O)c1ccc(NC(=O)CSc2nc3c(c(=O)[nH]2)CCCC3)cc1	.	-9%	0%	.	.	.	-1%	.	i
Cc1nn(CC(=O)NCc2cccs2)c(=O)c2nn(-c3ccccc3)c(C)c12	-4	7%	17%	2%	-9%	10%	15%	-1%	i
NC(=NCCc1c[nH]c2ccccc12)NS(=O)(=O)c1ccc(F)cc1	-24	-16%	0%	-4%	-2%	-16%	-5%	2%	i
O=C(c1ccc([N+](=O)[O-])o1)N1CCc2ccccc2C1	-28	-13%	?	-2%	?	-22%	.	2%	i
Cc1ccc(C(=O)NCc2ccc3c(c2)CCO3)cc1C	21	?	?	-1%	-3%	-4%	-19%	8%	i
O=c1c2sc3ccccc3c2n(Cc2ccc(Cl)cc2)c(=O)n1Cc1ccco1	.	7%	44%	.	.	.	7%	.	i
COc1ccc(N(CC(=O)Nc2c(C)n(C)n(-c3ccccc3)c2=O)S(=O)(=O)c2ccc(F)cc2)cc1	?	-2%	0%	4%	2%	-1%	7%	0%	i

Reprinted from the part before: 4 compounds, then new ones.
Compound	IL-1B inflam inh	KB-3-1 cytotox	KB-V1 MDR tox	HT1080-NT tox	SW480 rerep	HT1080 IDH1KD tx	ATXN2 expr inh	MCF10A rereplic	ATXN viability
O=C(c1ccc([N+](=O)[O-])o1)N1CCc2ccccc2C1	-28	-13%	?	-2%	?	-22%	.	2%	i
Cc1ccc(C(=O)NCc2ccc3c(c2)CCO3)cc1C	21	?	?	-1%	-3%	-4%	-19%	8%	i
O=c1c2sc3ccccc3c2n(Cc2ccc(Cl)cc2)c(=O)n1Cc1ccco1	.	7%	44%	.	.	.	7%	.	i
COc1ccc(N(CC(=O)Nc2c(C)n(C)n(-c3ccccc3)c2=O)S(=O)(=O)c2ccc(F)cc2)cc1	?	-2%	0%	4%	2%	-1%	7%	0%	i
Cc1ccc(S(=O)(=O)N2CCOCC2)cc1NC(=O)COC(=O)CCC(=O)c1cccs1	24	-2%	15%	5%	-6%	9%	11%	-1%	i
CC(=O)Nc1ccc(NC(=O)CN2C(=O)CC(c3ccco3)Sc3ccccc32)cc1 (stereo unspecified)	.	13%	-11%	.	.	.	12%	.	i
CC(=O)N1CCN(S(=O)(=O)c2cccc(C(=O)NC3CCCC(C)C3C)c2)CC1 (stereo unspecified)	14	-2%	-2%	-3%	.	-8%	.	.	i
COc1ccc(C(=O)Nc2cccc(N(C)S(C)(=O)=O)c2)cc1OC	8	2%	-24%	2%	1%	0%	20%	-11%	i
CC(=O)c1ccc(N2CCC(c3cc(-c4ccc(Cl)cc4)n[nH]3)CC2)c([N+](=O)[O-])c1	25	?	?	?	0%	?	?	3%	?
O=C(Nc1ccnn1C1CCN(C/C=C/c2ccccc2)CC1)c1ccccc1Cl	0	-1%	-19%	0%	-13%	-1%	-17%	0%	?
CCN(CC)c1cc2nonc2c2nonc12	13	2%	24%	0%	-11%	0%	3%	-9%	i
C/C(CS(=O)(=O)c1ccc(Cl)c(Cl)c1)=N/NC(N)=S	32	-3%	-4%	-9%	-6%	-11%	-20%	3%	i
CN(CC(=O)Nc1nc2ccc(F)cc2s1)S(=O)(=O)c1ccc(Cl)cc1	-58*	21%	?	?	-2%	?	2%	-2%	i
CC1CC(C)CN(C(=O)c2cc3c(s2)CCC3)C1 (stereo unspecified)	-13	0%	-10%	6%	-6%	-1%	24%	24%	i
Nc1nc(SCC(=O)Nc2cc(C(F)(F)F)ccc2N2CCOCC2)n[nH]1	25	3%	5%	3%	12%	2%	-9%	-15%	i
CCOC(CCc1c(C)nc(NC(C)=O)[nH]c1=O)OCC	9	3%	3%	0%	-2%	4%	.	-6%	i
CSCC[C@H](NC(=O)Nc1ccccc1C)C(=O)O	18	-3%	3%	-6%	-5%	1%	0%	0%	?
CS(=O)(=O)c1ccc(NS(=O)(=O)c2ccc(Cl)c(C(=O)NC3=NCCS3)c2)cc1	22	-5%	21%	-4%	-11%	1%	-11%	-2%	i
Cc1nc2nc3c(c(=O)n2[nH]1)CCC3	-10	16%	27%	0%	-3%	20%	-6%	-186%[0.0737 µM]	i
CCN(CC)C(=O)C1CCCN(Cc2cccc(F)c2)C1 (stereo unspecified)	-7	0%	?	8%	2%	12%	5%	2%	i
COC(=O)[C@@]12CCCCN1[C@H](c1ccc(-c3ccccc3)cc1)[C@H]1C(=O)N(C)C(=O)[C@H]12	9	?	?	8%	-4%	18%	1%	14%	i
COc1ccc(CN2CCCC(C(=O)N3CCCCC3)C2)cc1OC (stereo unspecified)	-3	0%	0%	19%	-18%	7%	.	-1%	i
Cc1cccc(NC(=O)Nc2ccc3c(c2)OCO3)n1	-14	1%	8%	-1%	-1%	-11%	.	0%	i
CCCCC(=O)OCC(=O)N1N=C(c2c[nH]c3ccccc23)C(O)C1c1ccc(OC)cc1 (stereo unspecified)	24	7%	18%	?	?	-13%	-30%	8%	i

Next part:
SMILES	IL-1B inflam inh	KB-3-1 cytotox	KB-V1 MDR tox	HT1080-NT tox	SW480 rerep	HT1080 IDH1KD tx	ATXN2 expr inh	MCF10A rereplic	ATXN viability
Fc1ccc(CN2CCc3nc(N4CCN(c5ccccc5F)CC4)ncc3C2)c(F)c1	.	-4%	0%	.	.	.	-13%	.	i
NC(N)=N/N=C/c1cccc(Cl)c1Cl	-101*	?	?	23µM*	?	21µM*	-28%	-3%	i
CC(C)NC(=O)CC(=O)N/N=C\c1ccccc1C(=O)O	2	0%	29%	1%	-10%	6%	5%	-16%	i
O=C(NS(=O)(=O)c1ccc2c(c1)OCCO2)c1ccccc1	9	0%	12%	?	0%[9.22 µM]	16%	3%	-17%	i
C/C(=N/NC(=O)c1ccc2c(c1)OCO2)c1cccc(NC(=O)C(C)(C)C)c1	-13	0%	-1%	-2%	-2%	6%	23%	0%	?
COc1ccc(S(=O)(=O)CCc2nnc(NC(C)=O)s2)cc1	-21	-11%	-2%	-24%	-5%	-22%	.	-5%	i
O=C(O)c1ccc(N/N=C/c2ccc3c(c2)OCO3)cc1	3	21µM*	?	18µM*	10%	23µM*	?	3%	i
Cc1ccc2nc3sc(C(=O)N4CCCc5ccccc54)c(N)c3cc2c1	24	?	6.5µM*	-2%	3.7µM*	2%	6%	?	i
O=C(Nc1cccc(Cl)c1)c1cc(S(=O)(=O)N2CCC3(CC2)OCCO3)ccc1F	.	-12%	-12%	.	.	.	-28%	.	i
COc1ccc(/C=N/N=C/c2ccc(OC)c(OC)c2)cc1OC	13	6%	15%	8%	0%	0%	-4%	0%	i
Cc1cc(Br)ccc1NC(=O)CN(C)C(=O)CN1C(=O)NC2(CCCC2)C1=O	-1	15%	2%	-8%	-1%	-2%	8%	2%	i
CCN(Cc1ccc(NC(C)=O)cc1)CC1CCCN(CCc2cccc(OC)c2)C1 (stereo unspecified)	-11	-13%	-22%	-12%	31%	-20%	.	14%	i
